Screening data as filed in PubChem BioAssay.
NSD2 block: inhibitors of human NSD2, primary screen, biochemical, plate reader, single point | inhibition, % at 12.5 µM | hit rate 0.07% among 44,000 | NSD2-SET H3K36me1 DELFIA fluorescence | AID 624260, 2012; in the data active means inhibition above about 54%, passing the limit was not always enough;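 further: inhibitors reduce the monomethyl H3K36 fluorescence signal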
Target sequence (O96028 whole entry, looked up): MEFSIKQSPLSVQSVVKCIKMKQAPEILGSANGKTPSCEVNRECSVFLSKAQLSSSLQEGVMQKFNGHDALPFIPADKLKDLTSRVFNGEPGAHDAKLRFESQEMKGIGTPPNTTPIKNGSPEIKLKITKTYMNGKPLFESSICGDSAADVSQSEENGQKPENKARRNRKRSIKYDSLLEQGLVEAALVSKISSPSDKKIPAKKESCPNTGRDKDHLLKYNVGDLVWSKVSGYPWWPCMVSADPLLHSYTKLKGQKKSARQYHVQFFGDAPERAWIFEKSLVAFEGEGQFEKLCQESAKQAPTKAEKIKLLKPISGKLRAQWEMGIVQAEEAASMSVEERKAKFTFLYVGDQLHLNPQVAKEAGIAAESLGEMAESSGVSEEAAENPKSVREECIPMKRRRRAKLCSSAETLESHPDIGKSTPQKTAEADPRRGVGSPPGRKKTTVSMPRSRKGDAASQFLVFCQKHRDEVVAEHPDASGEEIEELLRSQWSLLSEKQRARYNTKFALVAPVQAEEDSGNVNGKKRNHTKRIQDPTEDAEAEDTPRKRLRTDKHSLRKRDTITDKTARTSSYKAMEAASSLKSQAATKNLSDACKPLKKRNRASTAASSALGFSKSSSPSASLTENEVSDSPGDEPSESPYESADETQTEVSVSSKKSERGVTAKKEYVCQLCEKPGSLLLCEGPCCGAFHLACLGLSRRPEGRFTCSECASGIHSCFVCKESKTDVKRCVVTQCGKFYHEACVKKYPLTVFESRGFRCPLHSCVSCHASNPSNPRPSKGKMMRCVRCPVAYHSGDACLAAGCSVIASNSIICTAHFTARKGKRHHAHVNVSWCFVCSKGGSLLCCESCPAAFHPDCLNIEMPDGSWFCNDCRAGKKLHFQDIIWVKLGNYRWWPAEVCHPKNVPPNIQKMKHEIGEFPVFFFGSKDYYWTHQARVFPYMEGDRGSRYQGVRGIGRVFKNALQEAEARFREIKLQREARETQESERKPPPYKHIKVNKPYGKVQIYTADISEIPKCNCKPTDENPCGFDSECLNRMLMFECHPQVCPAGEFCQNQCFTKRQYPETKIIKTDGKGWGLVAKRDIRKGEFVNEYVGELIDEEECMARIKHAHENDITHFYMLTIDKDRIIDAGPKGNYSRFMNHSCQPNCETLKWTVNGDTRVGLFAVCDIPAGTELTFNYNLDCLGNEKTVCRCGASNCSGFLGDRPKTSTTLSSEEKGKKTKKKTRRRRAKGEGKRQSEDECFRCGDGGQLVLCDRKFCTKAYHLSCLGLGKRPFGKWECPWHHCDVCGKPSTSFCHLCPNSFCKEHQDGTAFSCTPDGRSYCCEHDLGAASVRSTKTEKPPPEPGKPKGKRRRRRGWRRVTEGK
An asterisk follows results filed as active. This is a subset; rates above refer to the full screens.

A first look, 5 compounds:
Cc1noc(C)c1S(=O)(=O)Nc1cccc2c1O[C@@H](CN(C)C(=O)NC(C)C)[C@@H](C)CN([C@@H](C)CO)C2=O was read as NSD2 block 0.2.
Screening Cc1ccc(S(=O)(=O)N(C)C[C@@H]2OCCCC[C@@H](C)Oc3ccc(NS(=O)(=O)c4ccc(F)cc4)cc3C(=O)N([C@@H](C)CO)C[C@@H]2C)cc1 returned NSD2 block -3.1.
C[C@@H]1CN([C@H](C)CO)C(=O)c2cc(C#Cc3ccccc3)cnc2O[C@@H]1CN(C)Cc1ccccn1 was read as NSD2 block 3.0.
For C[C@H](CO)N1C[C@H](C)[C@@H](CN(C)Cc2ccccn2)Oc2ncc(C#CCN(C)C)cc2C1=O the results were NSD2 block 0.5.
`Cc1ccccc1-c1cnc2c(c1)C(=O)N([C@@H](C)CO)C[C@H](C)[C@H](CN(C)CC1CCCCC1)O2` gave NSD2 block -5.4.

Results (from the top)
Cc1noc(C)c1S(=O)(=O)Nc1cccc2c1O[C@@H](CN(C)C(=O)NC(C)C)[C@@H](C)CN([C@@H](C)CO)C2=O was read as NSD2 block 0.2.
Screening Cc1ccc(S(=O)(=O)N(C)C[C@@H]2OCCCC[C@@H](C)Oc3ccc(NS(=O)(=O)c4ccc(F)cc4)cc3C(=O)N([C@@H](C)CO)C[C@@H]2C)cc1 returned NSD2 block -3.1.
C[C@@H]1CN([C@H](C)CO)C(=O)c2cc(C#Cc3ccccc3)cnc2O[C@@H]1CN(C)Cc1ccccn1 was read as NSD2 block 3.0.
For C[C@H](CO)N1C[C@H](C)[C@@H](CN(C)Cc2ccccn2)Oc2ncc(C#CCN(C)C)cc2C1=O the results were NSD2 block 0.5.
`Cc1ccccc1-c1cnc2c(c1)C(=O)N([C@@H](C)CO)C[C@H](C)[C@H](CN(C)CC1CCCCC1)O2` gave NSD2 block -5.4.
C[C@@H]1CN([C@H](C)CO)S(=O)(=O)c2ccc(-c3ccccc3)cc2O[C@H]1CN(C)C(=O)C1CCCCC1 was read as NSD2 block 20.6.
C[C@@H]1CN([C@H](C)CO)C(=O)c2cc(N(C)C)ccc2O[C@@H](C)CCCCO[C@H]1CN(C)S(=O)(=O)c1ccccc1 was read as NSD2 block -0.4.
For O=C(C[C@@H]1CC[C@@H](NC(=O)Nc2ccc(F)cc2)[C@H](CO)O1)NCc1cccc(F)c1 the results were NSD2 block 4.2.
`CC(C)NC(=O)N(C)C[C@H]1Oc2ncc(C#CC3CCCCC3)cc2C(=O)N([C@H](C)CO)C[C@H]1C` gave NSD2 block 4.2.
For C[C@@H]1CN([C@@H](C)CO)C(=O)c2cc(NC(=O)Nc3ccc(F)cc3)ccc2O[C@@H]1CN(C)C(=O)NC1CCCCC1 the results were NSD2 block 0.7.
For CC(=O)N(C)C[C@@H]1OCc2ccccc2-c2c(n(C)c3ccccc23)C(=O)N([C@H](C)CO)C[C@H]1C the results were NSD2 block 3.9.
Screening Cc1noc(C)c1NC(=O)Nc1ccc2c(c1)CC(=O)N([C@H](C)CO)C[C@@H](C)[C@@H](CN(C)C(=O)Nc1ccccc1)O2 returned NSD2 block 4.2.
C[C@@H]1CN([C@H](C)CO)C(=O)Cc2cc(NS(C)(=O)=O)ccc2O[C@H]1CN(C)S(=O)(=O)c1ccc(Cl)cc1 was read as NSD2 block 11.9.
For CC(C)CC#Cc1ccc2c(c1)O[C@@H](CN(C)C(=O)c1ccncc1)[C@H](C)CN([C@@H](C)CO)S2(=O)=O the results were NSD2 block -4.5.
`C[C@H](CO)N1C[C@H](C)[C@H](CN(C)S(=O)(=O)c2cccc(C#N)c2)OCc2ccccc2-c2ccccc2C1=O` gave NSD2 block -2.2.
`C[C@H]1CN([C@@H](C)CO)C(=O)c2cc(NC(=O)Cc3ccccc3)ccc2O[C@H]1CN(C)Cc1ccc(C(F)(F)F)cc1` gave NSD2 block -0.2.
Screening C[C@@H]1CN([C@H](C)CO)C(=O)c2cccc(NC(=O)C3CCOCC3)c2O[C@H]1CN(C)Cc1ccc(C(F)(F)F)cc1 returned NSD2 block -3.6.
For O=C(CCCCC(=O)N/N=C/c1ccc(C(=O)O)cc1)NO the results were NSD2 block 0.3.
`CN(C)c1ccc2c(c1)[C@@H]1C[C@@H](CC(=O)NCc3ccc4c(c3)OCO4)O[C@@H](CO)[C@@H]1O2` gave NSD2 block 2.7.
Screening O=C1CS(=O)(=O)C(c2ccccc2)N1c1ccc(-c2ccccc2)cc1 (configuration not stated) returned NSD2 block 3.9.
For Nc1ccc2nc(SCc3cccc(F)c3)sc2c1 the results were NSD2 block -20.7.
For O=C(O)C[C@H]1CC[C@@H](NC(=O)c2ccccc2F)[C@H](CO)O1 the results were NSD2 block 3.4.
For COc1ccc(S(=O)(=O)Nc2ccc3c(c2)C(=O)N([C@H](C)CO)C[C@@H](C)[C@@H](CN(C)C(=O)c2ccncc2)OCCCC[C@H](C)O3)cc1 the results were NSD2 block -9.5.
O=C(C1=C[C@@H](c2ccc(C(F)(F)F)cc2)C[C@@H](OCCCCO)O1)N1CCN(Cc2ccccc2)CC1 was read as NSD2 block -16.8.
Screening C[C@@H]1CN([C@@H](C)CO)C(=O)Cc2cc(NC(=O)Nc3ccc4c(c3)OCO4)ccc2O[C@H]1CN(C)C(=O)Nc1ccc2c(c1)OCO2 returned NSD2 block -11.3.
`CCCC#Cc1cnc2c(c1)C(=O)N([C@H](C)CO)C[C@H](C)[C@@H](CN(C)C(=O)Cc1ccncc1)O2` gave NSD2 block 6.5.
C[C@@H]1CN([C@@H](C)CO)C(=O)Cc2cc(NC(=O)C3CCCCC3)ccc2O[C@@H]1CN(C)Cc1ccc(C(F)(F)F)cc1 was read as NSD2 block -0.9.
Screening COc1ccccc1-c1cnc2c(c1)C(=O)N([C@@H](C)CO)C[C@H](C)[C@H](CN(C)Cc1ccc(C(=O)O)cc1)O2 returned NSD2 block 12.9.
For Cc1ccsc1/C=N/NC(=O)c1ccccc1O the results were NSD2 block -8.5.
For COc1ccc(CN(C)C[C@H]2OCCCC[C@H](C)Oc3ccc(NC(=O)NC4CCCCC4)cc3C(=O)N([C@@H](C)CO)C[C@H]2C)cc1 the results were NSD2 block -1.7.
CNC[C@H]1Oc2ccc(NC(=O)Cc3cn(C)c4ccccc34)cc2C(=O)N([C@@H](C)CO)C[C@H]1C was read as NSD2 block 5.2.
For Cc1noc(C)c1NC(=O)N(C)C[C@@H]1OCCCC[C@H](C)Oc2ccc(NS(C)(=O)=O)cc2C(=O)N([C@@H](C)CO)C[C@@H]1C the results were NSD2 block -0.3.
For CC1(C)COC(CCC/C=N/NC(=O)c2ccccc2O)OC1 the results were NSD2 block 17.2.
For COc1ccc(NC(=O)Nc2cccc3c2O[C@@H](CN(C)Cc2ccc4c(c2)OCO4)[C@@H](C)CN([C@@H](C)CO)C3=O)cc1 the results were NSD2 block 0.4.
Screening C[C@@H]1O[C@@H](O[C@H]2[C@H](O)[C@@H](O)[C@H](O[C@H]3[C@H](O[C@H]4CC[C@@]5(C)C(=CC[C@H]6C7C[C@@H]8O[C@]9(CC[C@@](C)(CO[C@@H]%10O[C@H](CO)[C@@H](O)[C@H](O)[C@H]%10O)O9)[C@H](C)C8[C@@]7(C)CCC65)C4)O[C@H](CO)[C@@H](O)[C@@H]3O)O[C@@H]2CO)[C@H](O)[C@H](O)[C@H]1O (some centres not stated) returned NSD2 block -2.5.
C[C@@H]1CN([C@H](C)CO)C(=O)c2cc(C#Cc3ccccc3)cnc2O[C@H]1CN(C)C(=O)CN(C)C was read as NSD2 block 1.9.
For C[C@H](CO)N1C[C@H](C)[C@H](CN(C)CC2CCCCC2)Oc2ccc(NC(=O)c3ccncc3)cc2C1=O the results were NSD2 block 12.8.
`COc1ccc(CN(C)C[C@@H]2OCCCC[C@@H](C)Oc3ccc(NC(=O)Nc4cccc5ccccc45)cc3C(=O)N([C@H](C)CO)C[C@H]2C)cc1` gave NSD2 block 24.1.
Screening Cc1noc(C)c1S(=O)(=O)Nc1ccc2c(c1)C(=O)N([C@H](C)CO)C[C@@H](C)[C@@H](CN(C)C(=O)Nc1cccc3ccccc13)O2 returned NSD2 block 6.8.
For CC(C)NC(=O)Nc1ccc2c(c1)C(=O)N([C@@H](C)CO)C[C@@H](C)[C@H](CN(C)C(=O)NC(C)C)O2 the results were NSD2 block 6.9.

Ordered by number of heavy atoms (lowest first): part of the list above.
C[C@@H]1CN([C@H](C)CO)C(=O)c2cc(C#Cc3ccccc3)cnc2O[C@H]1CN(C)C(=O)CN(C)C was read as NSD2 block 1.9.
O=C(C1=C[C@@H](c2ccc(C(F)(F)F)cc2)C[C@@H](OCCCCO)O1)N1CCN(Cc2ccccc2)CC1 was read as NSD2 block -16.8.
For COc1ccc(CN(C)C[C@H]2OCCCC[C@H](C)Oc3ccc(NC(=O)NC4CCCCC4)cc3C(=O)N([C@@H](C)CO)C[C@H]2C)cc1 the results were NSD2 block -1.7.

Following part.
For COCC#Cc1cnc2c(c1)C(=O)N([C@H](C)CO)C[C@@H](C)[C@@H](CN(C)S(=O)(=O)c1cn(C)cn1)O2 the results were NSD2 block -5.5.
`C[C@@H]1CN([C@@H](C)CO)C(=O)Cc2cc(N(C)C)ccc2O[C@@H]1CN(C)CC1CC1` gave NSD2 block 0.4.
CCCCCc1c2c(cc(O)c1C(=O)O)OC(=O)c1c(cc(OC)cc1C(=O)CCCC)O2 was read as NSD2 block -16.0.
Screening COc1cc(C[C@@H]2CO[C@@H](c3ccc(O)c(OC)c3)[C@@H]2CO)ccc1O returned NSD2 block 68.0*.
C[C@@H]1CN([C@H](C)CO)C(=O)c2cc(C#CCc3ccccc3)cnc2O[C@H]1CN(C)Cc1cccc(C(=O)O)c1 was read as NSD2 block 1.6.
For O=C(CCCCC(=O)N/N=C/c1ccc(O)cc1)NO the results were NSD2 block 1.2.
For C[C@@H]1CCCCO[C@@H](CN(C)Cc2ccc(C(F)(F)F)cc2)[C@@H](C)CN([C@@H](C)CO)C(=O)c2cc(NC(=O)Nc3ccc(F)cc3)ccc2O1 the results were NSD2 block -3.8.
For Cc1noc(C)c1NC(=O)Nc1ccc2c(c1)C(=O)N([C@@H](C)CO)C[C@@H](C)[C@H](CN(C)Cc1ccccc1)OCCCC[C@@H](C)O2 the results were NSD2 block 5.6.
C[C@H](CO)N1C[C@H](C)[C@@H](CN(C)S(C)(=O)=O)Oc2cc(-c3ccccc3)ccc2S1(=O)=O was read as NSD2 block 1.6.
`CC(=O)N(C)C[C@H]1Oc2ncc(-c3cccc(C#N)c3)cc2C(=O)N([C@@H](C)CO)C[C@H]1C` gave NSD2 block -2.4.
For C=C(CCCCCCCC(=O)O)C(=O)OC the results were NSD2 block 6.6.
`C[C@@H]1CCCCO[C@@H](CN(C)C(=O)Nc2ccccc2)[C@@H](C)CN([C@H](C)CO)C(=O)c2cc(NS(=O)(=O)c3ccc(Cl)cc3)ccc2O1` gave NSD2 block -1.6.
For C[C@H]1CN([C@@H](C)CO)C(=O)c2cccc(NS(=O)(=O)c3cn(C)cn3)c2O[C@@H]1CN(C)Cc1ccc(C(=O)Nc2ccccc2N)cc1 the results were NSD2 block 4.3.
`C[C@@H]1CN([C@@H](C)CO)C(=O)c2cc(-c3cccnc3)cnc2O[C@@H]1CN(C)C(=O)Nc1ccc(C(F)(F)F)cc1` gave NSD2 block -4.5.
CN1CCN(C(=O)C2=C[C@H](c3csc4ccccc34)C[C@H](OCc3ccc(CO)cc3)O2)CC1 was read as NSD2 block -2.6.
Screening CC(C)NC(=O)N(C)C[C@@H]1Oc2c(NS(C)(=O)=O)cccc2C(=O)N([C@H](C)CO)C[C@H]1C returned NSD2 block 2.0.
`Cc1noc(C)c1S(=O)(=O)Nc1ccc2c(c1)C(=O)N([C@H](C)CO)C[C@H](C)[C@@H](CN(C)C(=O)Nc1ccc3c(c1)OCO3)OCCCC[C@H](C)O2` gave NSD2 block 9.1.
COc1ccc(NC(=O)N(C)C[C@@H]2Oc3ccc(NC(=O)Nc4ccc5c(c4)OCO5)cc3C(=O)N([C@H](C)CO)C[C@H]2C)cc1 was read as NSD2 block 2.2.
Screening Cc1ccccc1-c1ccc2c(c1)O[C@@H](CN(C)C(=O)c1ccccn1)[C@H](C)CN([C@H](C)CO)S2(=O)=O returned NSD2 block 11.1.
`Cc1ccccc1-c1cnc2c(c1)C(=O)N([C@@H](C)CO)C[C@@H](C)[C@H](CN(C)CC1CCOCC1)O2` gave NSD2 block 0.2.
Screening COc1ccc2c(C)cc(=O)oc2c1 returned NSD2 block -5.2.
C[C@@H](NC(=O)C[C@@H]1CC[C@@H](NC(=O)CN2CCOCC2)[C@H](CO)O1)c1ccccc1 was read as NSD2 block 1.2.
C[C@H]1CN([C@@H](C)CO)C(=O)c2cc(NC(=O)Cc3ccccc3)ccc2O[C@@H]1CN(C)Cc1ccc(C(=O)O)cc1 was read as NSD2 block -1.4.
Screening C[C@H](CO)N1C[C@H](C)[C@@H](CN(C)C(=O)CN(C)C)Oc2cc(C#Cc3ccc(F)cc3)ccc2S1(=O)=O returned NSD2 block 2.9.
CC(=O)N(C)C[C@H]1Oc2cc(-c3ccccc3C)ccc2S(=O)(=O)N([C@@H](C)CO)C[C@H]1C was read as NSD2 block -2.9.
Cc1noc(C)c1NC(=O)N(C)C[C@@H]1Oc2ccc(NS(=O)(=O)c3ccc(F)cc3)cc2C(=O)N([C@H](C)CO)C[C@H]1C was read as NSD2 block 9.9.
For C[C@H](CO)N1C[C@H](C)[C@@H](CN(C)Cc2ccccc2)Oc2ccc(NC(=O)Nc3ccccc3)cc2C1=O the results were NSD2 block -0.4.
Screening CNC[C@@H]1Oc2cc(C#Cc3cccc(OC)c3)ccc2S(=O)(=O)N([C@H](C)CO)C[C@H]1C returned NSD2 block 8.2.
C[C@@H]1CN([C@@H](C)CO)C(=O)c2cc(NC(=O)NC3CCCCC3)ccc2O[C@H]1CN(C)C(=O)Nc1ccc(F)cc1 was read as NSD2 block -0.8.
`COCC(=O)N(C)C[C@@H]1Oc2cc(-c3ccc(F)cc3)ccc2S(=O)(=O)N([C@@H](C)CO)C[C@H]1C` gave NSD2 block 3.1.
`CCCN(C)C[C@@H]1OCCCC[C@@H](C)Oc2ccc(NC(=O)CCCCCC(=O)Nc3ccccc3N)cc2C(=O)N([C@H](C)CO)C[C@@H]1C` gave NSD2 block 2.4.
C[C@@H]1CN([C@@H](C)CO)C(=O)Cc2cc(NC(=O)NC3CCCCC3)ccc2O[C@H]1CN(C)C was read as NSD2 block 0.6.
